# KKLEB tox = CF airway cell cytotoxicity counter-screen; 360,000 tested, 0.36% active; KKLEB CF airway cells viability, ATPlite luminescence, overnight; active compounds read low; cells stimulated with P. aeruginosa culture filtrate; activity change (cytotoxicity), % at 5 µM;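 active means corrected activity change at or below -50% at 5 µM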
# Peg3 prom inh = reduces Peg3 promoter-driven luciferase expression in HeLa; HeLa PEG-Prom luciferase reporter, luminescence, overnight; inhibition, % at 20 µM; 360,000 tested, 1.7% active; AID 588405;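 active means inhibition of at least 50% at 20 µM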
# PDI turbidity = blocks human protein disulfide isomerase activity | PDI insulin aggregation turbidity, A650, 90 min | 350,000 tested, 0.052% active | inhibition, % at 10 µM | AID 588391;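 active means mean inhibition across replicates of 30% or more, whatever share of single replicates reach that level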;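 further: absorbance from insulin aggregation driven by PDI reduction with DTT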
# Target sequence (P07237 whole entry, looked up): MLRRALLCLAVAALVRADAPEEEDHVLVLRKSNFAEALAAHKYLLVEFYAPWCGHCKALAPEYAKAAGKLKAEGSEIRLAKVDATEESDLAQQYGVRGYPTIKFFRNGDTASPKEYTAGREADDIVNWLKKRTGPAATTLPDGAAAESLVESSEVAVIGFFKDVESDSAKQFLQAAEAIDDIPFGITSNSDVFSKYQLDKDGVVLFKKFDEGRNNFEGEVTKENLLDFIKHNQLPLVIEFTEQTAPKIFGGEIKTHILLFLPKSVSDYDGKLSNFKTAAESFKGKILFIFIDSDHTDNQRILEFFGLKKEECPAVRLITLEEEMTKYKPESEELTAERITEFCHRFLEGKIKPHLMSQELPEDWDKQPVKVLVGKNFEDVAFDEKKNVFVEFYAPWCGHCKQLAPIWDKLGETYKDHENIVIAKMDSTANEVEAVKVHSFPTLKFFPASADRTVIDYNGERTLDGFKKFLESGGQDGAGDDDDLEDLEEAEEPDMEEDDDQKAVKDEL
# NR2E3 ag-1 = activates human photoreceptor nuclear receptor NR2E3 | GST-NR2E3/biotin-RetCOR TR-FRET, 1536-well | 320,000 tested, 0.12% active | inhibition of corepressor binding, % at 4.78 µM | Q9Y5X4 | AID 2300;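 active means percent inhibition above the cutoff of mean plus 3 SD of all tested compounds, set per screening campaign, cut at about 20% in these data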;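 further: 0% = DMSO wells and 100% = biotin wells as full block of FRET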
# Target sequence (Q9Y5X4 whole entry, looked up): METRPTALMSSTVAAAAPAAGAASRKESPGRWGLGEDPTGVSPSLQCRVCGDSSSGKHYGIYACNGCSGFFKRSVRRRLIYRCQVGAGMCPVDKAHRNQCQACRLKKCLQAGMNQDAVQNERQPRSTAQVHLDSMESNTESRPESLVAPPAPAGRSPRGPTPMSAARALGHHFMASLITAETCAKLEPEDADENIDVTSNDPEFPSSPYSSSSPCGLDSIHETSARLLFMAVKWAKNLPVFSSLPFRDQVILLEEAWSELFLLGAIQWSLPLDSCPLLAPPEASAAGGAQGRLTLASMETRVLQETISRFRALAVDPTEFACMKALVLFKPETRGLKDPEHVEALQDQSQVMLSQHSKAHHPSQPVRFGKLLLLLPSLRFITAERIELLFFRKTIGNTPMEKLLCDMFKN
#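 Material – GST-tagged NR2E3 plus biotinylated RetCOR corepressor · Quantity – NR2E3 fusion 1.35 nM · Times – 5 h incubation at 4 °C · Medium – pH 7.5 Tris-based buffer · Technique – TR-FRET, Eu(K)-anti-GST donor, streptavidin-D2 acceptor, ex 340, em 617/671 nm · Benchmarks – high control biotin, low control 0.6% DMSO · Format – 1536-well plates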
# Vif imaging = HIV Vif inhibition | 340,000 tested, 0.35% active | AID 602346 | HEK293T cells, Vif self-association by quenched fluorescence, imaging, 24 h | inhibition, % at 7.49 µM; in the data active means inhibition above about 50%, passing the limit was not always enough; further: some results filed as inactive read as strong as hits
# HIF-2a inh = HIF-2a inhibition | inhibition, % at 18.8 µM | 786-0 RCC cells HIF-2a reporter, luciferase luminescence, overnight | 360,000 tested, 0.72% active;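 active means inhibition of the luminescence signal of 40% or more relative to plate controls, in a single-dose primary screen at 18.75 µM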
# CaV13 ICDI inh = Disruptors of the CACNA1D IQ motif to Ca2+-dependent inactivation inhibitor domain association, primary screening, Förster resonance energy transfer in intact living …. HEK cells, CFP/YFP FRET ICDI-IQ, plate reader, 10 min; percent FRET-ratio fall versus neutral wells. inhibition, % at 12.3 µM. 340,000 tested, 0.098% active. AID 743397;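 active means mean replicate inhibition of at least 30% and at least 1% of replicates passing that level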;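 further: 0% = median of the neutral control wells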
# NR2E3 ag-2 = activates human NR2E3 receptor. Q9Y5X4. CHO-S Gal4-NCOR/VP16-NR2E3 two-hybrid, luciferase. inhibition of corepressor binding, % at 3.98 µM. 360,000 tested, 0.35% active. AID 602229;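 active means inhibition above the mean of all tested compounds plus 3 SD, cut at about 70% in these data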;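 further: 0% = DMSO with NR2E3 transfected cells and 100% = cells lacking NR2E3 construct; higher means lower luciferase signal from less NR2E3 corepressor binding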
# Shn3 3UTR inh = reduces Shn3 3'UTR luciferase signal in osteoblasts | 360,000 tested, 0.52% active | Clone20 osteoblast Shn3 3'UTR firefly luciferase, 24 h | inhibition, % at 12.5 µM;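 active means mean inhibition of at least 75% with every replicate also reaching 75%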;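 further: 0% = median of neutral control wells and 100% = pilot-screen positive control compound; some compounds past the cut are filed as inactive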
# TRPM1 prom inh = inhibitors of MITF-driven TRPM1 promoter in melanoma cells; 330,000 tested, 0.83% active; SK-MEL-5 TRPM1 promoter luciferase, 24 h; inhibition, % at 12.5 µM;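 active means mean inhibition across replicates of 60% or more, whatever share of single replicates reaches that level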; further: values of inactives mirror those of a sister screen read the other way
# CF NFkB block = cystic fibrosis NF-kB activation inhibition; KKLEB NF-kB-GFP reporter, PAF-induced, GFP fluorescence overnight; inhibition, % at 5 µM; 360,000 tested, 0.86% active; AID 588850;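 active means at least 50% inhibition at 5 µM, scaled per plate between neutral and stimulator controls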;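 further: PAF is a Pseudomonas aeruginosa culture filtrate used as stimulus; plate controls were PAF-stimulated DMSO wells for no effect and unstimulated DMSO wells for full effect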
# * marks the source's active call; other numbers are inactive results; . = no result given.
SMILES,KKLEB tox,Peg3 prom inh,PDI turbidity,NR2E3 ag-1,Vif imaging,HIF-2a inh,CaV13 ICDI inh,NR2E3 ag-2,Shn3 3UTR inh,TRPM1 prom inh,CF NFkB block
COc1ccccc1C(=O)NC(=O)COC(=O)Cn1[nH]c(=O)c2ccccc2c1=O,7,1,-2,-3,2,15,-6,-45,1,3,-1
O=C(NCCc1cccs1)C1CC(c2c(Cl)cccc2Cl)=NO1 (stereo not drawn),-14,-124,-5,4,-3,-121,-4,-22,-195,-15,3
CN1CCN(c2ccc([N+](=O)[O-])cc2NC(=O)c2ccccc2Cl)CC1,-17,3,3,-6,-3,-9,-6,-19,-4,7,5
COCC(=O)NNC(=O)c1ccc(OC)cc1,-8,-5,-2,3,1,8,-5,-12,-2,-2,11
O=C(NC1CC2CCC(C1)N2C(=O)NCc1ccccc1)NC12CC3CC(CC(C3)C1)C2 (stereo not drawn),0,-3,-7,0,-2,22,-4,-14,-4,-12,6
Cc1c(O)c(C)c2c(c1O)C(=O)C[C@@H](c1ccccc1)O2,13,-50,-1,1,-3,-26,-6,-17,-4,-12,-16
CCCOC(=O)C(C)n1cnc2sc(C)c(C)c2c1=O (stereo not drawn),7,9,-8,3,.,-6,-2,-18,-32,2,-8
COc1cccc(COc2ccccc2C2Nc3ccc(Br)cc3C(=O)N2NC(=O)c2ccncc2)c1 (stereo not drawn),0,-38,-14,3,-6,-37,-3,48,2,-4,8
S=c1nc2ccccc2c2nc(-c3ccccc3Cl)[nH]n12,0,-128,5,5,-12,-145,-20,-12,-1,-3,-35
COc1cccc(CN(C(=O)c2ccccc2Cl)C2CCS(=O)(=O)C2)c1 (stereo not drawn),3,6,2,-2,1,10,-7,-4,-16,-9,20
O=C(Nc1cccc(OC(F)(F)F)c1)C1Cc2c(-c3ccco3)ccnc2O1 (stereo not drawn),-16,4,-4,.,-23,13,-8,-13,5,.,2
CC(=O)NC1=NN(C(C)=O)C(c2ccc(F)cc2)S1 (stereo not drawn),0,-11,-6,1,-5,10,-4,-5,5,7,-5
c1ccc2c(c1)CCCN2c1nc2ccccc2n2cnnc12,-9,-78,-5,4,.,-114,-7,-28,-26,7,-8
O=C(CN1CCOCC1)NCCC12CC3CC(CC(C3)C1)C2,8,5,-5,1,0,10,-1,-24,6,1,-8
COc1ccc(N2CCN(C(=O)CN(Cc3ccccc3)S(C)(=O)=O)CC2)cc1,13,5,13,2,1,-1,-9,7,12,-2,-12
Cc1cc(NC(=O)CCC(=O)N(c2ccccc2)C(C(=O)NC2CCCC2)c2ccccc2)no1 (stereo not drawn),17,19,-5,1,-6,18,0,-8,6,6,-11
CCC1=C(OC(=O)N(CC)CC)N2C(=O)OC(=NCC(=O)OC)[C@]2(C)[C@H]2C1=CC[C@H]1C(=O)NC(=O)[C@H]12,1,-3,-1,3,-2,12,-9,16,-1,-1,-1
Cc1ccc(S(=O)(=O)NC(C)C(=O)NCc2ccc(Cl)cc2)cc1 (stereo not drawn),-19,21,0,2,6,11,-4,-6,4,.,7
COc1cccc(NC(=O)CCCn2c(=S)[nH]c3ccccc3c2=O)c1,12,-5,3,0,2,-3,-5,-12,-2,-3,-16
O=[N+]([O-])c1ccccc1CNC1CCCc2ccccc21 (stereo not drawn),1,6,-4,6,-3,11,7,24,-9,12,-14

# The final four records of the section above come first, to join the parts:
SMILES,KKLEB tox,Peg3 prom inh,PDI turbidity,NR2E3 ag-1,Vif imaging,HIF-2a inh,CaV13 ICDI inh,NR2E3 ag-2,Shn3 3UTR inh,TRPM1 prom inh,CF NFkB block
CCC1=C(OC(=O)N(CC)CC)N2C(=O)OC(=NCC(=O)OC)[C@]2(C)[C@H]2C1=CC[C@H]1C(=O)NC(=O)[C@H]12,1,-3,-1,3,-2,12,-9,16,-1,-1,-1
Cc1ccc(S(=O)(=O)NC(C)C(=O)NCc2ccc(Cl)cc2)cc1 (stereo not drawn),-19,21,0,2,6,11,-4,-6,4,.,7
COc1cccc(NC(=O)CCCn2c(=S)[nH]c3ccccc3c2=O)c1,12,-5,3,0,2,-3,-5,-12,-2,-3,-16
O=[N+]([O-])c1ccccc1CNC1CCCc2ccccc21 (stereo not drawn),1,6,-4,6,-3,11,7,24,-9,12,-14
Cc1ccc(Oc2ncccc2NC(=O)CCCC(=O)O)c2c1CCC2,6,8,-2,-8,4,13,2,-13,3,.,4
CN(C)CCC(=O)N1c2ccccc2Sc2ccc(Cl)cc21,3,9,2,0,.,14,1,-19,10,3,10
COc1cc(C=C2C(=O)OC(c3ccccc3)OC2=O)cc(Br)c1O (stereo not drawn),4,18,0,0,8,1,0,4,0,-4,-3
Cc1cccc(C=Nc2ccc3c(c2)oc2ccccc23)c1O,-6,-146,-4,-3,-4,-132,-4,-3,-17,-70,2
COc1cccc(-c2c(C(=O)N/N=C/c3ccc(C)s3)nnn2-c2nonc2N)c1,7,14,-5,3,-8,0,-7,-1,-9,-9,-2
C=CCn1c(SCC(=O)N(CC)C2CCS(=O)(=O)C2)nc2cc(C(=O)O)ccc2c1=O (stereo not drawn),4,10,12,0,7,11,-6,10,6,5,-18
O=S(=O)(Nc1ccc(Cl)cn1)c1cccc(S(=O)(=O)c2ccccc2)c1,5,-21,0,2,-5,4,-2,-17,12,.,9
CCOc1ccccc1NC(=S)N(CCC(C)C)C1CCN(C(C)=O)CC1,-11,2,-3,2,-2,7,-17,3,15,-2,18
CC(C)COC(=O)C(C#N)c1nc2ccccc2nc1N1CCN(Cc2ccccc2)CC1 (stereo not drawn),8,21,-7,3,9,5,-4,-25,20,8,5
CCN(CC)C(=O)Nc1ccc(C(=O)OC)cc1,0,-15,-15,0,12,-45,-3,-24,-12,-29,6
Cc1cccc(Nc2nc(-c3sc(C)nc3C)cs2)c1,-10,-198,1,0,-1,-170,-2,-99,-66,-25,1
O=C(NC1CCCCC1)C(c1ccco1)N(C(=O)c1csnn1)C1CCCC1 (stereo not drawn),1,16,-4,-2,-5,12,-3,-34,38,-2,-4
COc1ccc(-n2c(SCC(N)=O)nnc2-c2ccco2)cc1,5,5,5,-1,-1,19,-2,-37,-1,3,-16
CC(=O)c1cnc2c(C(=O)O)cnn2c1C,8,6,-15,3,-5,14,-7,-1,-3,3,-2
C=CCOc1cccc(C2/C(=C(\O)c3ccc4c(c3)OCCO4)C(=O)C(=O)N2Cc2cccnc2)c1 (stereo not drawn),14,3,-7,10,0,12,3,-8,-9,-13,-13
Cc1ccc(S(=O)(=O)N(C)C)cc1NC(=O)CSc1nnnn1-c1ccc(O)cc1,-16,0,26,-5,1,15,1,-7,23,-6,22
CCOC(=O)c1ccc(NC(=O)NCCc2cnc[nH]2)cc1,10,-43,1,0,10,-91,-5,9,-3,-11,-23
C[C@H]1COC(=O)[C@@H](CC(=O)OC(C)(C)C)C/C=C\C[C@@H](CC(=O)N(CCO)Cc2ccccc2)C(=O)N1,13,9,-5,.,5,12,-9,-24,21,3,-17
O=C(CCc1nnc(C2(c3ccc(Cl)cc3)CCC2)o1)NCCCn1cccn1,5,-60,-2,-1,-4,-77,-4,-6,-32,-11,-3
CC(C)C1C(=O)N(Cc2cn(CCC3OCCO3)nn2)CCS(=O)(=O)N1Cc1ccc(-c2ccc(F)cc2)cc1 (stereo not drawn),-8,25,16,.,-4,13,-4,-22,19,.,11

# Entries of single compounds, looked up by structure. Order of values: KKLEB tox	Peg3 prom inh	PDI turbidity	NR2E3 ag-1	Vif imaging	HIF-2a inh	CaV13 ICDI inh	NR2E3 ag-2	Shn3 3UTR inh	TRPM1 prom inh	CF NFkB block
# Profile of COc1cc(C=C2C(=O)OC(c3ccccc3)OC2=O)cc(Br)c1O (stereo not drawn) : 4	18	0	0	8	1	0	4	0	-4	-3
# Profile of CCOc1ccccc1NC(=S)N(CCC(C)C)C1CCN(C(C)=O)CC1 : -11	2	-3	2	-2	7	-17	3	15	-2	18
# Profile of Cc1cccc(C=Nc2ccc3c(c2)oc2ccccc23)c1O : -6	-146	-4	-3	-4	-132	-4	-3	-17	-70	2

# Looked up by compound from the entries so far:
SMILES,KKLEB tox,Peg3 prom inh,PDI turbidity,NR2E3 ag-1,Vif imaging,HIF-2a inh,CaV13 ICDI inh,NR2E3 ag-2,Shn3 3UTR inh,TRPM1 prom inh,CF NFkB block
C=CCn1c(SCC(=O)N(CC)C2CCS(=O)(=O)C2)nc2cc(C(=O)O)ccc2c1=O (stereo not drawn),4,10,12,0,7,11,-6,10,6,5,-18
Cc1cccc(C=Nc2ccc3c(c2)oc2ccccc23)c1O,-6,-146,-4,-3,-4,-132,-4,-3,-17,-70,2
CCOC(=O)c1ccc(NC(=O)NCCc2cnc[nH]2)cc1,10,-43,1,0,10,-91,-5,9,-3,-11,-23

# (continued)
SMILES,KKLEB tox,Peg3 prom inh,PDI turbidity,NR2E3 ag-1,Vif imaging,HIF-2a inh,CaV13 ICDI inh,NR2E3 ag-2,Shn3 3UTR inh,TRPM1 prom inh,CF NFkB block
Cc1noc(C)c1NC(=O)N(C)C[C@@H]1Oc2c(NC(=O)NC(C)C)cccc2C(=O)N([C@@H](C)CO)C[C@@H]1C,11,-4,-3,.,.,10,-8,-31,-15,-7,20
c1cncc(-c2cn(C[C@H]3CC[C@H](Cn4cc(-c5cccnc5)nn4)O3)nn2)c1,-3,-8,-1,.,-3,1,-5,-17,4,-2,11
Cc1ccc(NC(=O)c2nsc(Cl)c2Cl)cc1,0,-250,2,10,8,-237,6,-112,-36,-56,-7
O=C(CN1C(=O)C2C3C=CC(C3)C2C1=O)OCC(=O)c1ccc(Cl)cc1 (stereo not drawn),-16,23,5,.,.,8,-6,-23,-6,2,16
O=c1cc(N2CCN(c3ccccc3Cl)CC2)[nH]c(=O)n1Cc1ccc(F)cc1,-2,22,4,1,-7,15,-2,-35,25,31,10
Cc1cc(Br)ccc1NC(=O)CN(C)C(=O)CSC(=S)N1CCCC1,-5,4,0,0,2,3,-2,-2,1,-15,2
Cn1c(/N=C/c2c[nH]c3ccccc23)nc2ccccc21,1,-35,0,2,1,-109,0,-18,20,4,-11
NC(=S)N/N=C/c1cc([N+](=O)[O-])ccc1Cl,13,0,-1,-1,-9,3,-2,-7,2,-5,-21
COc1ccc(C2C(C#N)=C(N)Oc3cc4c(cc32)OCO4)cc1 (stereo not drawn),-8,32,1,2,-1,-15,.,-3,-25,10,-4
N#C/C=C/C(=C\Nc1ccc(Cl)cc1)S(=O)(=O)c1ccccc1,-6,18,3,-3,.,11,-46,-6,0,0,16

# Screening data as filed in PubChem.
